# Bioassay records deposited in PubChem by National Center for Advancing Translational Sciences (NCATS).
# 12-LOX inh: inhibitors of human 12S-lipoxygenase ALOX12; actives 1.1% (n = 580,000); Potency, µM (doses to about 108 µM), for inactives: top-dose activity change, negative = inhibition, usual class: inhibitors; P18054; purified 12hLO, xylenol orange hydroperoxide absorbance; active = well fitted inhibition curve with a large enough effect; inconclusive = small, poorly fitted or top-dose-only effect, or another doubt; inactive = no such curve, though single readings can be large or run the other way
# Target sequence (P18054 whole entry, looked up): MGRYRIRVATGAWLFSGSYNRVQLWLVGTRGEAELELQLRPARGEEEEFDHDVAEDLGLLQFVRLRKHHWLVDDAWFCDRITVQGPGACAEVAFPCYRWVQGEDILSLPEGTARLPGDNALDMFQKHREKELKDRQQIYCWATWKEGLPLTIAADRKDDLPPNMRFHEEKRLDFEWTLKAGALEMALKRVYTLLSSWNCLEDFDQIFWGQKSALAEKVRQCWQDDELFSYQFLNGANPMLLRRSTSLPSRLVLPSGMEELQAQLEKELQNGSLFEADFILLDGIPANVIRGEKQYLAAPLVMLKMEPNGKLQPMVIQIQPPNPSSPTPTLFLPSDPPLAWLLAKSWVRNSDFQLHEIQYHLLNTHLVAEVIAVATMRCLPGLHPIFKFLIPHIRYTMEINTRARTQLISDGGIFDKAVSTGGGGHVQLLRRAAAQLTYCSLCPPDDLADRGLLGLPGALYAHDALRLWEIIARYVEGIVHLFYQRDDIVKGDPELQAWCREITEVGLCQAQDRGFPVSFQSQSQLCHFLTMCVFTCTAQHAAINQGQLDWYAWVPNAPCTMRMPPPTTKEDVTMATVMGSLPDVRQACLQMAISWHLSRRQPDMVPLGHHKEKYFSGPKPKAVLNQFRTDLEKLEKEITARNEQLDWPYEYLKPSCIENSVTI
#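 Hydroperoxide product was detected by ferrous iron/xylenol orange as the 573 to 405 nm absorbance ratio. Arachidonic acid at 40 uM (final) was turned over for 30 min at room temperature by 150 nM human 12hLO, pH 7.0 Hepes buffer, after 15 min compound preincubation.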
# Starred values were filed as active, the others as inactive; ? = inconclusive; [ ] = another dose, or the depositor's remark. % is scaled to controls: 0 for no effect and ±100 for the full control effect; potency is read from the fitted curve at half-maximal effect. Only part of the results is shown (hit frequency here may not be typical).
SMILES,12-LOX inh
O=C(NCc1cccnc1OCc1ccccc1)Nc1nnc(C2CC2)s1,56.4%[activator]
COC[C@H]1CCCN1C(=O)[C@@H](C)C1CC[C@@]2(C)CC[C@H](NC(=O)c3ccccn3)[C@@H](C)[C@@H]2[C@H]1O (stereo partly drawn),9.2%
CCCN(C)c1ccc(/C=N/NC(=S)Nc2ccc(CC)cc2)cc1,?
CCCN(CCC)C(=O)CC1=CSC2=NC(CC)=C(C(=O)OC)C(c3cccc(F)c3)N12 (stereo not drawn),8.4%
Cc1ccc(-c2csc(Nc3ccccc3)n2)cc1,?
COc1ccc(Cn2c(C3CCN(C(=O)Cc4ccccc4)CC3)n[nH]c2=O)cc1,14.0%
O=C(NCCCn1ccnc1)c1ccc(-c2ncc3cnc(-c4cccc(F)c4)cn23)cc1,58.4%[activator]
COc1ccc(Cl)cc1NC(=O)CCC1CCCN(C(=O)CCc2c(C)noc2C)C1 (stereo not drawn),23.6%
O=C1C2CCCN2C(=O)N1Cc1coc(-c2cccc(F)c2)n1 (stereo not drawn),?
CC(C)CC(=O)N1CCC(c2noc(-c3ccncc3)n2)C1 (stereo not drawn),0.6%
Cc1ccc(NC(=O)c2cc(-c3cccnc3)nc3c(C)cccc23)nc1,-15.8%
CC(C)(C)c1ccc(C(=O)NCCC(=O)NC2CCCCCC2)cc1,-1.3%
O=C(c1cc2ccccc2[nH]1)N(Cc1cccc(Br)c1)C1CC1,?
O=C(NC1CCCNC1)C1CCN(c2nc(-c3ccccc3)nc3c2CCC3)CC1 (stereo not drawn),-16.5%
CN(C)C[C@@H]1CN(c2ncccn2)C[C@H]1NC(=O)NCc1ccco1,69.2%[activator]
Cc1ccccc1-c1nc(C#N)c(NCCCN(C)C)o1,-4.0%
Cc1oc(-c2ccccc2)nc1CC(=O)NCCN1CCOCC1,8.4%
CC1CCCN(C(=O)c2ccccc2CSc2nc3ccccc3o2)C1 (stereo not drawn),12.2%
O=C(c1ccccc1OCC1CCCN(Cc2ccncc2F)C1)N1CCCCC1 (stereo not drawn),5.0%
Cn1nc(C(=O)NCc2cccc(Cl)c2)c2ccccc2c1=O,?
CCCn1c(C)cnc1C1CCN(C(=O)NCC)C1 (stereo not drawn),19.2%
COCCOCC(=O)N1CC(Oc2ccc(-c3nc(C)no3)cc2)C1,6.9%
CC[C@H]1CN(S(C)(=O)=O)CC[C@H]1CC(=O)NCCSC,-19.5%[176 µM]
COc1ccc(CCNC(=O)CC(c2cccc3c2OCO3)c2c[nH]c3ccccc23)cc1OC (stereo not drawn),-7.0%
CCNC(=O)[C@@H]1C[C@H](NC(=O)c2oc(C)nc2C)CN1Cc1nc(C)no1,37.5%[activator]
# (cont.)
SMILES,12-LOX inh
COc1ccc(-c2c(C(F)(F)F)oc3cc(OC(C)=O)ccc3c2=O)cc1OC,?
COc1ccc2c(c1)[C@@H](NC(=O)OCc1ccccc1)[C@H](C)[C@@H](C(C)C)N2,-18.7%
Cc1nn(-c2ccc(Cl)nn2)c2c1C(c1coc3ccccc3c1=O)CC(=O)N2 (stereo not drawn),-2.5%
O=C(NCC1CCCO1)C1CCN(C(=O)c2ncn3c2COC(c2ccc(F)cc2)C3)CC1 (stereo not drawn),24.3%
O=S(=O)(Cc1ccccc1)N1CC(c2nnc(-c3ccncc3)o2)C2(CCOCC2)C1 (stereo not drawn),1.6%
CCN(CC)S(=O)(=O)c1cc(C)c(C)c(NS(=O)(=O)/C=C/c2ccccc2)c1,-14.5%
CC(c1ccc(Cl)cc1Cl)N(C)Cc1nc2ccccc2o1 (stereo not drawn),21.2%
CCOC(=O)C1(Cc2ccccc2)CCCN(S(=O)(=O)c2cccs2)C1 (stereo not drawn),53.3%
CCC(CC)NC(=O)C1CCN(C2=NS(=O)(=O)c3ccccc32)CC1,-3.6%
Cc1cccc(Nc2nc(N)nc(CN3CCC4(CC3)OCCCC4O)n2)c1 (stereo not drawn),44.0%[activator]
COc1ccccc1-c1coc2cc(OCc3ccccc3)ccc2c1=O,-11.4%
CCN1c2cc(C(=O)Nc3ccc(F)cc3F)ccc2C(=O)N2CCCCCC21 (stereo not drawn),5.5%
O=S(=O)(c1ccccc1)N1Cc2ccccc2CC2(CCN(Cc3cccnc3)C2)C1 (stereo not drawn),?
Cc1ccccc1Cn1cnc(NC(=O)c2ccn(COc3ccc(F)cc3F)n2)n1,11.8%
Cc1nn2c(c1-c1ccccc1C(N)=O)N(C(=O)c1ccccc1)CCC2,0.6%[176 µM]
COC(=O)c1cc(-c2ccccc2)nc2ccccc12,9.9%
N#Cc1nc(-c2ccccc2)oc1N1CCN(C(=O)c2cccs2)CC1,-1.9%
O=C(NCc1ccnc(OCC(F)(F)F)c1)c1ccco1,19.8%
O=C(Nc1ccc2[nH]c(=O)[nH]c2c1)c1nn(-c2ccc(F)cc2)c2c1CCCC2,-3.6%
Cc1cc(SCC(=O)O)c(C)cc1Br,-88.6%
CCCNC(=O)c1ccccc1-c1ncc(-c2ccc(F)cc2)o1,3.0%
CN(C)c1nc2cc(Cl)ccc2cc1CN(Cc1ccc2c(c1)OCO2)C(=O)c1ccoc1,-1.4%
Cn1cc(CN2CCN3C(=O)N(C4CCOCC4)C[C@H]3C2)cn1,25.2%[176 µM]
CN(C)[C@@H]1CN(C(=O)CCc2ccccc2)CC[C@]1(O)c1ccccc1,37.5%[activator]
CCN1CCCC1CNC(=O)CCCc1nc2ccccc2[nH]1 (stereo not drawn),-1.3%

# 6 records drawn at random from those above:
SMILES,12-LOX inh
Cc1ccccc1Cn1cnc(NC(=O)c2ccn(COc3ccc(F)cc3F)n2)n1,11.8%
COc1ccc2c(c1)[C@@H](NC(=O)OCc1ccccc1)[C@H](C)[C@@H](C(C)C)N2,-18.7%
Cc1cccc(Nc2nc(N)nc(CN3CCC4(CC3)OCCCC4O)n2)c1 (stereo not drawn),44.0%[activator]
O=C(Nc1ccc2[nH]c(=O)[nH]c2c1)c1nn(-c2ccc(F)cc2)c2c1CCCC2,-3.6%
N#Cc1nc(-c2ccccc2)oc1N1CCN(C(=O)c2cccs2)CC1,-1.9%
COc1ccccc1-c1coc2cc(OCc3ccccc3)ccc2c1=O,-11.4%

# Other entries
SMILES,12-LOX inh
C=CCOc1ccc2c(c1)CCC1C2CCC2(C)C(=O)CCC12 (stereo not drawn),10.5%
CN1[C@@H](CCC(=O)NCc2cccs2)CNC(=O)[C@@H]2[C@H]1CCN2CC1CC1,6.3%[176 µM]
COCCN1CCNc2cc(Nc3cccc(N(C)C)c3)ncc2C1,-16.4%[176 µM]
CCc1cccc(C)c1NC(=O)c1cc(C)nc2ccccc12,81.3%[activator]
Cc1nn(-c2ccccn2)c(C)c1[C@@H]1C=C[C@@H](NC(=O)CSCC(=O)O)C1,?
CC(=O)N1CCC[C@H](n2c(=O)n(C)c3cccnc32)C1,23.9%
CN(Cc1ccccc1)Cc1cc(CC2(NCc3ccccc3)COC2)no1,8.7%[176 µM]
CCNc1nc(-c2cccs2)nc2ccccc12,3.5%
NC(=O)C(NC(=O)c1cc(-c2ccccc2)n[nH]1)c1ccccc1 (stereo not drawn),8.2%
COc1ccc(-c2ccnc3nc(C4CC4)nn23)cc1,-15.0%
CCOc1ccc(NC(=O)Cn2c(Nc3ccc(F)c(C)c3)nc(C)cc2=O)cc1,?
CCCCc1cc(=O)oc2cc(OCC(=O)NCc3cccnc3)c(Cl)cc12,-7.1%
CO[C@H]1[C@H](NC(=O)c2c(F)ccc(C)c2F)c2ccccc2C12CCNCC2,47.9%
COc1cccc(-c2cc(C3CCN(C(=O)Nc4ccc(Cl)cc4F)CC3)[nH]n2)c1,1.0%
Cc1ccc(C(=O)Nc2cc(NC(=O)c3ccc(C)c(C)c3)cc(C(=O)O)c2)cc1C,?
Cc1ccc(-c2ccnc(-n3ncc(C(=O)N(C)CC4CCCN(C)C4)c3C)n2)o1 (stereo not drawn),14.2%
O=C(Cn1cnc2sccc2c1=O)N1CCOCC1,-1.7%
Cc1ccc(CN2CCC([C@@H]3CNC[C@H]3CO)CC2)s1,26.9%
COc1ccc(Oc2c(C)oc3cc(OCC(=O)N(C)Cc4ccccc4)ccc3c2=O)cc1,-1.8%
CC(=O)N1CCC(C(=O)N2CCC3(CC2)NC(=O)N(c2ccc(F)cc2)N3)CC1,?
CCS(=O)(=O)Nc1cccc(C2=NN(S(=O)(=O)c3ccccc3)C(c3ccccc3C)C2)c1 (stereo not drawn),3.7%
Cc1ccc(S(=O)(=O)N2CCOCC2)cc1NC(=O)CSc1nc2ccc(Cl)cc2[nH]1,-28.0%
Cc1ccc(S(=O)(=O)NCC2CCC(C(=O)NCC(=O)NCc3ccco3)CC2)cc1 (stereo not drawn),?
Cc1ccc(Cl)cc1NC(=O)OCCN(C)C(=O)Nc1cc(Cl)ccc1C,0.1%
CC(Sc1nnc(Nc2ccccc2)s1)C(=O)N(C)c1ccccc1 (stereo not drawn),?

# 5 of these compounds in a different format:
12-LOX inh,structure
14.0%,COc1ccc(Cn2c(C3CCN(C(=O)Cc4ccccc4)CC3)n[nH]c2=O)cc1
58.4%[activator],O=C(NCCCn1ccnc1)c1ccc(-c2ncc3cnc(-c4cccc(F)c4)cn23)cc1
23.6%,COc1ccc(Cl)cc1NC(=O)CCC1CCCN(C(=O)CCc2c(C)noc2C)C1 (stereo not drawn)
?,O=C1C2CCCN2C(=O)N1Cc1coc(-c2cccc(F)c2)n1 (stereo not drawn)
0.6%,CC(C)CC(=O)N1CCC(c2noc(-c3ccncc3)n2)C1 (stereo not drawn)

# Next results
SMILES,12-LOX inh
CCOc1ccccc1CN1CC[C@H](c2n[nH]c(C)n2)[C@H](NC(=O)C2CCOCC2)C1,56.9%[activator]
CCN(CCC(=O)Nc1ccccc1C#N)Cc1ccco1,-5.2%
O=C(N[C@H](C(=O)N1CCC[C@H]1C(=O)NCCc1ccccc1Cl)c1ccccc1)c1ccco1,0.1%
O=C(Cc1ccc(Br)cc1)Nc1ccccc1C(=O)O,?
C=CCN1[C@H](CC(C)C)COc2cccc(N3CCCC3)c2S1(=O)=O,-2.3%
CN1CCC2(CC1)Cc1ccccc1CN([S+](C)(=O)[O-])C2,?
COc1cc(OC(F)(F)F)ccc1C(=O)NCc1nnc2n1C(C(=O)O)CC2 (stereo not drawn),?
Cc1ccc2c(c1)-c1c(c(C(=O)NCc3ccc(F)cc3)nn1C)CS2,-26.1%
CCN1CCN(c2nc(Nc3ccc(Cl)cc3)c3nccnc3n2)CC1,-23.7%
COc1ccc(-c2cc3ccc(OC)cc3oc2=O)cc1,-11.4%
COc1ccc(C(=O)N2CCN(c3cc(-c4cccs4)[nH]n3)CC2)c(C)c1,10.3%
Cc1ccc2c(c1)N1C(=O)OC[C@@H]1CCN(S(C)(=O)=O)C2,2.4%[176 µM]
COc1ccc(CN(CC(F)(F)F)C(=O)c2cnc3ccccc3n2)cc1,12.0%
COCCn1c(-n2nc(C)c(C)c2C)nc2c1c(=O)n(CCN1CCCCC1)c(=O)n2C,-57.8%
COc1ccc(N2CC(c3noc(-c4cc(C)cc(C)c4)n3)CC2=O)cc1OC (stereo not drawn),23.7%
Cc1n[nH]c(C)c1-c1nc2c([nH]1)CNCC2,72.7%[activator]
CCCCCSc1nc2c(c(=O)n(C)c(=O)n2C)n1C/C=C/c1ccccc1,1.7%
O=C(CC(F)(F)F)N1CCC(c2noc(-c3ccccc3)n2)C1 (stereo not drawn),-9.5%
Cc1ccc(OCCN(C)C(=O)COc2ccc3c(C)cc(=O)oc3c2)cc1,16.7%
c1ccc(Nc2nc(CSc3nnc4n3CCCCC4)cs2)cc1,-18.6%
Cn1c(=O)c2c(nc(Cl)n2CCOc2cccc(Cl)c2)n(C)c1=O,1.3%
O=C(Nc1ccccc1)N1CCc2c(c3ccccc3n2CC2CC2)C1,43.2%[activator]
CC(NC(=O)CCc1ncc(-c2ccc(F)cc2F)o1)c1ccc2c(c1)OCO2 (stereo not drawn),-17.7%
Cc1ccccc1C(=O)N1CC(c2nc(CCc3ccccc3)no2)C1,21.9%
Cc1ccc(N=C/C(C(=O)C(F)(F)F)=C(\O)c2cccs2)cc1C,?
# Later entries.
SMILES,12-LOX inh
COCCN1Cc2nc(OCc3cccnc3)ccc2OCC1=O,11.0%[176 µM]
Cc1ccc(/C=N/NC(=O)C(O)(c2ccccc2)c2ccccc2)s1,?
COCCNc1cc(-c2noc([C@@H]3CCCN3Cc3ccccn3)n2)ccn1,115.7%[activator][176 µM]
COc1ccc2c(c1)CC/C=C(/C)CC(CO)O2 (stereo not drawn),?
Cc1ccc(CNC(=O)CSc2ncc3c(n2)-c2ccc(Cl)cc2N(C)S3(=O)=O)cc1,?
CCCCCn1c(CN2CCCC(C)C2)nc2c1c(=O)n(C)c(=O)n2C (stereo not drawn),2.3%
Cc1noc(C)c1[S+](=O)([O-])N1CCC2(C1)N=C(c1ccncc1)C(=O)N2 (stereo not drawn),20.2%
COc1cccc(CN2CCCC3(CNc4ccccc4[S+](=O)([O-])N3)C2)c1 (stereo not drawn),20.7%
COc1cc(-c2[nH]ncc2CN2CCCCC2c2nccs2)cc(OC)c1OC (stereo not drawn),20.4%
O=C(Nc1ccc(Cc2ccncc2)cc1)Nc1ccc(F)cc1F,32.8%[activator]
COc1cc(C(=O)COC(=O)COc2cc(Cl)c(Cl)cc2Cl)cc(OC)c1OC,2.3%
CC(=O)Nc1cccc(C(C)NC(=O)Nc2cccc(Cl)c2Cl)c1 (stereo not drawn),?
c1cc2nnc(C3CC3)n2nc1N1CCCC1,-12.6%
CCNC(=O)[C@@H]1C[C@@H](O)CN1C1CCN(C(=O)c2cccc(OC)c2)CC1,35.2%
COc1ccc(Cl)cc1N(CC(=O)NCc1ccncc1)S(=O)(=O)c1ccc(C)cc1,-2.3%
CC1=C[C@@H](CN2CCC(C(N)=O)CC2)[C@H](C(C)C)C[C@H]1Cc1nnc(-c2cncn2C)o1,7.6%
Cc1nc(C)c(CCC(=O)Nc2cc(Cl)ccc2Cl)c(=O)[nH]1,-6.3%
CC(=O)Nc1ccc(/C(C)=N/OCc2cccc3cccnc23)cc1,7.7%
